procasp3 activ – activates human procaspase-3; P42574; recombinant procaspase-3 D3A, Ac-DEVD-pNA absorbance 405 nm; activation, % at 8.5 µM; 0.11% of 330,000 active; AID 463141;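 active = activation above the mean of all tested compounds plus 3 SD, cut at about 21% in these data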;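 note: 0% = DMSO alone and 100% = DMSO wells spiked with extra 5 µM PC-3 D3A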
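Compound: 8.5 µM single point, 0.8% DMSO / Material: Autoprocessing-dead procaspase-3 D3A mutant enzyme / Timing: 1 h preincubation plus 2 h reaction at 25 °C / Medium: Zinc-free HEPES/NaCl buffer with 0.01% Triton X-100 at pH 7.4 / Technique: 405 nm absorbance of p-nitroaniline, reads at 0 and 120 min / Repeats: one well per compound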
LAP4 TOR yeast – modulators of TOR pathway LAP4-GFP in S. cerevisiae; S. cerevisiae LAP4-GFP multiplex, flow cytometry GFP, 3 h; median GFP as percent of DMSO wells; GFP response vs DMSO, % at 10 µM; 0.34% of 320,000 active;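 active = GFP response vs DMSO above a set limit, about the screen mean plus 3 SD, cut at about 150% in these data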
AHR act – activators of human aryl hydrocarbon receptor | activation, % at 5 µM | P35869 | AHR-responsive luciferase reporter cells, luminescence | 2.5% of 320,000 active; in the data active = activation above about 47%;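 note: 0% = vehicle wells and 100% = reference agonist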
ZTA counter – blocks Epstein-Barr virus ZTA, an EBNA-1 counter-screen. 0.15% of 320,000 active. P03206. ZTA-DNA binding, fluorescence polarization. inhibition, % at 11 µM; in the data active = inhibition above about 33%
EBNA-1 inhibitor – blocks EBNA-1 binding to DNA; AID 1950; inhibition, % at 14.8 µM; 0.34% of 300,000 active; EBNA-1 DNA binding, fluorescence polarization; in the data active = inhibition above about 28%
RPL19A-GFP yeast – modulators of TOR pathway RPL19A-GFP in S. cerevisiae. S. cerevisiae RPL19A-GFP strain, flow cytometry, 3 h; stronger effect = lower value. percent response vs DMSO, % at 10 µM. 0.3% of 330,000 active. AID 2025;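 active = percent response vs DMSO below 50%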;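 note: median channel GFP fluorescence of the barcoded RPL19A-GFP strain; ratio of sample median GFP to plate DMSO average so 100% = DMSO; lower means less RPL19A-GFP as with rapamycin TOR inhibition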
proCasp7 act – counter-screen: procaspase-7 (human) activation | P55210 | recombinant procaspase-7, Ac-DEVD-pNA absorbance 405 nm; D23A/D198A/D206A triple mutant, cannot self-cleave; scale: DMSO 0, 5 µM enzyme 100 | activation, % at 8.5 µM | 0.093% of 330,000 active | AID 463210;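 active = percent activation above the screen-wide mean plus 3 SD, cut at about 25% in these data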
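Replicates: singlicate. Assay system: Procaspase-7 triple mutant (PC-7 D3A). Signal: 405 nm absorbance of p-nitroaniline. Times: 1 h preincubation, 2 h reaction. Buffer or medium: Zinc-free HEPES pH 7.4 with 300 mM NaCl, 0.01% Triton X-100. Also added: DEVD-pNA substrate. Benchmarks: DMSO wells as 0%, DMSO with 5 µM added PC-7 as 100%.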
MEP2-GFP yeast – yeast TOR pathway MEP2-GFP modulation; S. cerevisiae MEP2-GFP strain, flow cytometry GFP, 3 h; 100% = DMSO control level; GFP response vs DMSO, % at 10 µM; 0.51% of 330,000 active; AID 2016;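 active = GFP response versus DMSO above a set limit, roughly screen mean plus 3 SD, cut at about 180% in these data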;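 note: median GFP fluorescence of the barcode-gated MEP2-GFP cells per well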
An asterisk follows results filed as active; / = no result given; + = active, no number.

Sample of the layout (2 entries):
Values run as follows: procasp3 activ	LAP4 TOR yeast	AHR act	ZTA counter	EBNA-1 inhibitor	RPL19A-GFP yeast	proCasp7 act	MEP2-GFP yeast
> COc1ccc(/C(O)=C2/C(=O)C(=O)N(Cc3ccco3)C2c2cccs2)cc1 (stereo unspecified)
    -2.8	91.2	0.1	-8.0	-4.1	90.4	-60.0	91.7
> Cc1ccc(C(=O)NCC(=O)OCC(=O)c2c(N)n(C)c(=O)n(C)c2=O)cc1C
    0.5	97.3	-0.8	/	/	101.2	5.6	107.7

The list itself, from the start:
Values run as follows: procasp3 activ	LAP4 TOR yeast	AHR act	ZTA counter	EBNA-1 inhibitor	RPL19A-GFP yeast	proCasp7 act	MEP2-GFP yeast
> COc1ccc(/C(O)=C2/C(=O)C(=O)N(Cc3ccco3)C2c2cccs2)cc1 (stereo unspecified)
    -2.8	91.2	0.1	-8.0	-4.1	90.4	-60.0	91.7
> Cc1ccc(C(=O)NCC(=O)OCC(=O)c2c(N)n(C)c(=O)n(C)c2=O)cc1C
    0.5	97.3	-0.8	/	/	101.2	5.6	107.7
> CCn1nnc2cc(C(=O)Nc3cc(Cl)ccc3C)ccc21
    17.8	115.8	-3.8	-1.3	/	97.3	8.5	104.8
> Cc1nnsc1-c1onc(C)c1C(=O)O/N=C/c1ccc(Cl)cc1
    7.8	108.8	2.5	8.0	7.0	95.4	9.2	92.4
> COc1ccc(CN(C)CC2CCCN(CCc3ccccc3C)C2)cc1O (stereo unspecified)
    6.0	81.2	-0.6	2.4	-0.7	100.3	9.7	102.6
> O=C(NNC(=O)c1ccc(-n2cncn2)c([N+](=O)[O-])c1)c1ccccc1
    7.6	96.5	-0.6	0.0	/	91.8	8.4	89.5
> CC(=O)Nc1cccc(NS(=O)(=O)c2cn(C)c(=O)n(C)c2=O)c1
    9.9	102.0	0.8	-7.1	0.2	97.8	9.0	94.3
> Cc1cc(NC(=O)CSc2nc3c(c(=O)n2-c2ccc(Br)cc2)SCC3)no1
    -3.0	89.5	-0.5	5.8	3.4	96.1	9.5	95.2
> COc1ccc(/C=C/C(=O)OCn2c(SC)nnc(C)c2=O)cc1OC
    8.8	115.6	-0.4	-2.3	-1.4	103.8	9.3	100.5
> CCC1ON(c2ccccc2)C2c3nc4ccccc4n3CC12 (stereo unspecified)
    1.1	89.5	3.6	-0.5	-5.2	92.5	1.7	96.2
> CON(C)c1nc(C2CCCCC2)c2cc(C)ccc2n1
    9.0	/	14.3	7.6	2.1	/	-7.9	/
> CCOC(=O)c1c(C)[nH]c(C(=O)COc2ccc3ccc(=O)oc3c2)c1C
    4.2	95.3	3.5	/	/	99.5	13.7	107.4
> O=C(CC(=O)N/N=C/c1ccc(O)cc1)N/N=C/c1ccc(O)cc1
    1.7	91.8	0.1	-1.9	6.9	104.9	4.8	101.1
> COC(=O)/C(=N/Nc1cccc(C)c1)N1CCCc2ccccc21
    -11.3	95.1	13.4	2.3	-0.1	104.8	4.5	95.7
> C=C(C)COc1ccc(-c2nc(N)ncc2-c2ccccc2OC)c(O)c1
    0.9	109.6	19.9	16.1	3.5	97.8	18.6	91.6
> O=C(c1ccccc1)N1CCCCC(S(=O)(=O)c2ccc3ccccc3c2)C1=O (stereo unspecified)
    -6.4	103.3	-2.4	15.9	9.6	100.5	-2.6	111.2
> Cc1ccc(NC(=O)c2ccc(NS(=O)(=O)c3ccc4[nH]c(=O)[nH]c4c3)cc2)nc1
    1.7	105.4	1.8	-10.1	-7.8	95.6	0.8	96.6
> O=C(C(Cc1ccc(Cl)cc1)NS(=O)(=O)c1ccccc1)N1CC[C@@]2(O)CCCC[C@H]2C1 (stereo partly specified)
    -1.0	93.5	-1.0	9.1	-16.2	91.5	-14.4	92.0
> O=C(CSc1nc(=O)n2ccccc2n1)NCc1ccc(F)cc1
    -1.1	117.5	1.6	7.0	-9.3	97.3	-7.0	93.6
> COc1ccccc1-n1c(SCC(=O)NC(C)(C)C)nc(O)c(Cc2ccccc2)c1=O
    -2.0	100.0	-0.8	8.3	9.4	101.3	-6.6	99.7
> COCCn1c(=S)[nH]c2cc(OC)c(OC)cc2c1=O
    -1.8	91.7	5.2	3.3	2.5	97.0	10.9	98.7
> CC(C)(C)SCCNC(=O)COc1ccc(Cl)cc1
    7.1	99.4	0.4	5.8	1.4	94.0	3.5	100.5
> COC(=O)Nc1ccccc1C(=O)N1CCC(O)(c2ccc(Cl)cc2)CC1
    2.8	86.8	5.0	6.0	1.8	106.3	0.4	103.5
> Cc1ccc(N2CCN(S(=O)(=O)c3nnc(NC(=O)c4ccccc4)s3)CC2)cc1
    1.9	87.5	4.0	2.8	-7.4	90.7	4.3	92.8
> Cc1ccc(OCCn2c(CCCO)nc3ccccc32)cc1
    -1.7	100.2	0.9	-5.6	13.5	100.8	0.2	98.8
> CCOc1ccc(C2OC34CCCCC3C(C#N)(C#N)C2(C#N)C(=N)O4)cc1OC (stereo unspecified)
    -3.2	95.5	6.6	-16.9	-10.2	100.5	-9.6	104.6
> O=C(O)c1cc(S(=O)(=O)N2CCCCC2)ccc1N1CCCCC1
    9.8	112.2	-0.3	13.1	/	110.9	1.6	110.1
> O=C(Nc1ccc2[nH]c(=O)[nH]c2c1)c1cccc([N+](=O)[O-])c1
    10.4	87.7	7.6	3.4	5.9	100.3	7.1	105.6
> CN(C)c1ccc(C=Nc2ccc(N(C)C)cc2)cc1
    -6.8	102.0	27.1	+	+	105.2	-16.0	125.4
> Cc1ccc(C(=O)NCC(=O)OCC(=O)Nc2cc(S(=O)(=O)N3CCOCC3)ccc2Cl)s1
    8.7	90.8	0.3	/	/	94.2	7.4	89.5

The final 2 entries of the part above are carried over, then new ones follow.
Values run as follows: procasp3 activ	LAP4 TOR yeast	AHR act	ZTA counter	EBNA-1 inhibitor	RPL19A-GFP yeast	proCasp7 act	MEP2-GFP yeast
> CN(C)c1ccc(C=Nc2ccc(N(C)C)cc2)cc1
    -6.8	102.0	27.1	+	+	105.2	-16.0	125.4
> Cc1ccc(C(=O)NCC(=O)OCC(=O)Nc2cc(S(=O)(=O)N3CCOCC3)ccc2Cl)s1
    8.7	90.8	0.3	/	/	94.2	7.4	89.5
> CCN1CCN(C(=O)CCN2C(=O)c3ccccc3S2(=O)=O)CC1
    7.4	114.5	1.7	-7.6	2.0	100.0	2.2	98.5
> N=c1c(S(=O)(=O)c2ccccc2)cc2c(=O)n3ccccc3nc2n1C1CCCC1
    30.1*	93.8	2.6	-7.6	-16.1	104.9	-17.0	109.8
> N#CC1(NC(=O)COC(=O)CCN=C2NS(=O)(=O)c3ccccc32)CCCCC1
    0.5	105.8	0.6	-18.0	2.4	106.7	2.6	102.5
> Cc1ccc(-c2n[nH]c(=S)n2/N=C/c2c(C)[nH]n(-c3ccccc3)c2=O)cc1
    -9.2	94.3	11.2	-2.9	4.9	97.1	-17.1	99.3
> COc1ccc(-c2cc(C(F)(F)F)nc(N3CCN(Cc4ccccc4)CC3)n2)cc1OC
    0.4	98.2	10.7	6.3	1.5	96.9	-1.7	96.1
> O=C(COC(=O)/C=C/c1ccc(Cl)c(Cl)c1)NC1CCS(=O)(=O)C1 (stereo unspecified)
    2.2	106.0	-1.0	20.6	/	93.4	14.2	92.8
> COc1ccc(C(=O)CC(=O)C(=O)Nc2ccc([N+](=O)[O-])cc2C)cc1
    -3.8	103.7	9.3	4.1	1.9	98.2	5.1	101.2
> Cc1nc2c(sc(=S)n2Cc2ccco2)c(=O)n1CC(=O)Nc1ccccc1F
    6.8	92.3	-2.2	2.5	0.7	101.5	10.7	103.5
> CCCCN1CNC(=S)N(c2ccccc2OCC)C1
    -6.9	108.7	0.6	-0.1	10.7	104.6	-5.8	103.5
> COc1ccc2nc(C)cc(N3CC(C)OC(C)C3)c2c1 (stereo unspecified)
    1.9	103.4	-1.0	10.9	18.2	96.8	8.6	101.0
> CCn1c(=O)c2sccc2n(Cc2ccc(C)cc2)c1=O
    7.5	96.0	2.2	-12.5	-6.6	103.0	-5.6	101.1
> COc1ccc(NC2SC(=O)N(CC(=O)O)C2=O)cc1 (stereo unspecified)
    -7.3	95.2	5.1	4.4	-9.4	101.5	-5.8	98.0
> CCNc1nc(NC(C)C)nc(NS(=O)(=O)c2ccc(N)cc2)n1
    5.3	90.9	1.6	-0.3	2.2	97.2	6.9	84.9
> CCOc1ccc2nc(N3CCCC(C(=O)NCCCN4CCCCC4)C3)sc2c1 (stereo unspecified)
    9.8	107.8	6.4	6.2	-1.2	110.1	5.4	107.0
> CC1(C)C(CSc2nc3ccccc3[nH]2)C1(Cl)Cl (stereo unspecified)
    -2.4	99.9	-2.2	10.1	-23.6	95.4	-5.2	91.2
> Nc1c(C(=O)O)sc2nc(-c3ccccc3)cc(-c3ccc(Cl)cc3)c12
    -7.3	132.7	-0.6	10.7	8.8	99.0	-2.3	109.4
> Cc1ccc(-n2c(C)c(C)c3c(NCCO)ncnc32)cc1
    4.0	93.0	8.9	-2.0	-9.5	107.8	3.5	104.2
> O=C(NCCSCc1c(F)cccc1Cl)c1ccc(CN2CCOCC2)cc1
    6.3	95.3	2.2	6.4	12.9	105.0	8.2	97.1
> COc1cc(/C=C/C(=O)OCC(=O)NCc2ccco2)cc(OC)c1OC
    -6.4	90.8	-1.1	12.9	9.0	106.9	5.1	106.5
> C=CCNc1nc2ccccc2nc1NS(=O)(=O)c1cccc(C)c1
    4.8	89.5	8.1	0.3	0.3	103.7	-1.7	107.7
> CC(=O)Nc1cc2c3c(c1)CCC(=O)N3CCC2
    1.1	90.9	2.5	-27.5	-5.3	98.0	5.8	109.4
> COc1ccc(C(=O)Nc2ncccc2C)cc1S(=O)(=O)N1CCOCC1
    -10.5	108.1	5.0	-11.4	-10.0	106.4	-0.2	106.3
> O=C(OCC(=O)c1c[nH]c2ccccc12)c1cc(S(=O)(=O)N2CCOCC2)ccc1F
    1.8	103.4	16.7	-0.5	/	94.0	-3.4	92.8
> COc1ccc(/C=C2\SC(=S)N(NC(=O)c3ccncc3)C2=O)cc1OC
    -19.2	100.3	-0.9	-8.8	-2.8	102.0	2.4	104.6
> COC(=O)C(C)(C(=O)OC)c1ccccc1[N+](=O)[O-]
    1.2	101.3	-0.9	-3.8	-2.0	97.5	2.8	99.0
> CCOC(=O)C1(Cc2ccccc2)CCCN(C2CCN(C(C)=O)CC2)C1 (stereo unspecified)
    -1.1	107.2	-1.5	-13.5	-1.8	95.7	0.3	95.7
> CC(=O)Nc1nonc1NC(=O)c1ccc(F)cc1
    -5.1	101.0	1.8	-12.5	-12.5	104.1	11.2	103.3
> CCC(Oc1ccccc1)C(=O)NCCCN1CCOCC1 (stereo unspecified)
    4.7	84.2	-2.1	-2.9	-5.2	98.7	8.1	97.0
> CC(C)Cn1c(N2CCN(CC(=O)Nc3ccc(Cl)cc3)CC2)nc2ccccc21
    -1.8	117.3	0.3	0.4	-13.1	97.1	-0.7	98.0
> O=C(Nc1cccc2ccccc12)N1CCc2ccccc2C1
    -1.2	112.6	27.6	-21.4	3.6	98.4	7.5	106.1
> COc1ccc(NC(=O)COc2ccc(C)cc2)c([N+](=O)[O-])c1
    -8.4	118.3	1.6	-0.5	-4.6	101.0	0.4	110.9
> COc1cc(/C=N/N2CCN(Cc3ccc(C)cc3)CC2)cc(OC)c1O
    -11.8	87.0	-0.2	-5.4	-5.5	106.6	-16.0	104.5
> O=C(COc1ccc2ccccc2c1Br)NC(=S)Nc1cccc(CO)c1
    0.5	90.9	7.7	-6.8	13.4	95.4	-5.9	87.0

Compound activity deposited in PubChem BioAssay by several laboratories.
